Bioassay records (PubChem BioAssay)
Menin-MLL TR inh: inhibitors of human menin-MLL interaction, mutant MLL peptide. O00255. Menin + Texas Red MLL mutant peptide, fluorescence polarization. Potency, µM (top dose mostly 61.6 µM), for the others: at the top dose FP activity change, negative = inhibition, hits mostly inhibitors. 270,000 tested, 0.23% active; active = well fitted inhibition curve with a large enough effect in the polarisation, with a control signal flat, not every such curve was filed as active; inconclusive = small, poorly fitted or top-dose-only effect, or effect the other way, or a change in a side signal; inactive = no such curve, though single readings can be large or run the other way; the % refers to the polarisation; also: potency is read from the fitted curve at half-maximal effect; % of control where 0% means no effect; many of its hits are not listed in these tables
B2AR arrestin: beta2AR (human) beta-arrestin recruitment activity | Potency, µM (top dose mostly 46.1 µM), for inactives: at the top dose activation, hits mostly activators | P07550 | beta-arrestin recruitment to beta2AR, cell-based reporter | AID 492947 | 330,000 tested, 0.02% active;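 also: potency is read from the fitted curve at half-maximal effect; 0% = DMSO controls and full agonism = EC100 isoproterenol or metaproterenol; nearly all actives have a fitted effect of over 65% in size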
TSG101-PTAP inh: blocks PTAP/TSG101 interaction to inhibit HIV-1 budding; Potency, µM (doses to about 115 µM), for the others: top-dose activity change, negative = inhibition, hits mostly inhibitors; Q99816; 340,000 tested, under 10 active; Fluorescence polarization, FITC-PTAP peptide / Tsg101 binding; AID 493005; active = well fitted inhibition curve with a large enough effect in the main read-out, with a control signal flat, not every such curve was filed as active; inconclusive = small, poorly fitted or top-dose-only effect, or effect the other way, or a change in a side signal; inactive = no such curve, though single readings can be large or run the other way; also: potency is read from the fitted curve at half-maximal effect; % of control where 0% means no effect
Target sequence (Q99816 whole entry, looked up): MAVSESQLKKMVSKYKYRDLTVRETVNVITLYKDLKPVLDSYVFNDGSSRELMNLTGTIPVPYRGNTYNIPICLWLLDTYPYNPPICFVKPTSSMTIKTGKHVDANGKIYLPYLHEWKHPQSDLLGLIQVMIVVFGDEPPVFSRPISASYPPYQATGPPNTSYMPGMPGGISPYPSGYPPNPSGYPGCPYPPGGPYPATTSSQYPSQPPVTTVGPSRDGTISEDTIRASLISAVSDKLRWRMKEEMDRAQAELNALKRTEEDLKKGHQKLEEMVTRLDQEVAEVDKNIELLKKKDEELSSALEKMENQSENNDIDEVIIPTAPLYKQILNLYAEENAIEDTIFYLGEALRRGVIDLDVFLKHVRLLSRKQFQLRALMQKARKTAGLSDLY
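FP read-out: FITC-PTAP peptide, 50 nM final, binding Tsg101 binding domain, 10 uM final; 20 min, r.t.; 10 mM HEPES pH 7.5, 0.15 M NaCl, 0.01% Tween 20, 3 mM EDTA, 0.1 mM TCEP.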
S-ASM inh: blocks human secretory acid sphingomyelinase; P17405; placental ASM, HMU-PC fluorogenic substrate, 60 min; Potency, µM (series often up to 57.5 µM), without a hit: at the top dose activity change, negative = inhibition, usual class: inhibitors; 340,000 tested, 0.006% active; also: potency is read from the fitted curve at half-maximal effect
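qHTS format. ASM enzyme prepared from human placenta hydrolyses the fluorogenic substrate HMU-PC0 (9 uM final) over 60 min at 37 °C after a 10 min compound preincubation.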
Tb PFK inh: T. brucei PFK enzyme inhibition. O15648. T. brucei PFK, ADP-Glo luminescence. Potency, µM (doses to about 57.5 µM), without a hit: at the top dose activity, negative = inhibition, hits mostly inhibitors. 330,000 tested, 0.17% active;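 also: potency is read from the fitted curve at half-maximal effect; 0% = uninhibited 1x PFK enzyme wells and -100% = no-enzyme wells; nearly all actives have a fitted effect of over 60% in size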
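1.25 nM PFK with 0.5 mM F6P and 0.1 mM ATP in 0.1 M TEA pH 8.0, 5 mM MgCl2, incubated 45 min at room temperature; ADP measured by ADP-Glo luminescence; compounds titrated up to 57 uM.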
GALK inhibitor: galactokinase (human) inhibition. Purified GALK, Kinase-Glo residual ATP luminescence. Potency, µM (titrated, usually from 57.5 µM), inactives show at the top dose activity change, negative = inhibition, hits mostly inhibitors. 270,000 tested, 0.007% active. AID 1868; also: potency is read from the fitted curve at half-maximal effect; % is scaled to controls: 0 for no effect and ±100 for the full control effect
Target sequence (P51570 whole entry, looked up): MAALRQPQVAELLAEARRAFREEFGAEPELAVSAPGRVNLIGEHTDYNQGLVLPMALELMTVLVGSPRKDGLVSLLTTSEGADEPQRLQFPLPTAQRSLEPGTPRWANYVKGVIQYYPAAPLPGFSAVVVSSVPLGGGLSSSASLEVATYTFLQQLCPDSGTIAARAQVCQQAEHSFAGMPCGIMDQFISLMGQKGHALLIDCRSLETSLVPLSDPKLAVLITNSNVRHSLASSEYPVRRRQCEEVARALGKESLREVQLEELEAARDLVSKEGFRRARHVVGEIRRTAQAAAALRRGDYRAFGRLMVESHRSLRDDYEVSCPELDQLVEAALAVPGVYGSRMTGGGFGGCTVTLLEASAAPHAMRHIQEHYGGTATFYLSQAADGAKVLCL
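Galactose (100 uM) and ATP (35 uM) were turned over by 5 nM GALK for 1 h at RT. Kinase-Glo Plus then converted the remaining ATP into a luminescent signal.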
Giardia killer: Giardia lamblia killing | Giardia lamblia trophozoite viability | activity change, % at 7.66 µM, hits read low | 340,000 tested, 0.15% active | AID 540267; in the data active = activity change below about -80%; inconclusive = between about -30% and that limit;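 also: parasites exposed to compound for two days anaerobically before the ATP read; % is scaled to controls: 0 for no effect and ±100 for the full control effect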
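Trophozoite viability was measured as ATP-dependent luminescence, read 15-30 min after reagent addition. Before that, parasites at 100 cells/well were exposed to compounds for 48 h, anaerobically, at 37 deg C.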
Chronic BCR inh: inhibitors of chronic active B-cell receptor signaling. ABC-DLBCL IkBa-CBG/CBR reporter, luminescence ratio, 4 h. Potency, µM (highest dose often 46.1 µM), for inactives: at the highest dose ratio change, negative = lower green/red ratio, usual class: inhibitors. 340,000 tested, 0.05% active; active = well fitted inhibition curve with a large enough effect in the signal ratio, with a control signal flat, not every such curve was filed as active; inconclusive = small, poorly fitted or top-dose-only effect, or effect the other way, or a change in a side signal; the % refers to the signal ratio;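 also: potency is read from the fitted curve at half-maximal effect; plate controls were basal doxycycline-induced cells for no effect and cells given 10 µM MG132 for full effect; MG132 reads +100%, hits lower the ratio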
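Compounds up to 46 uM were incubated four hours with TMD8 cells whose green CBG68 luciferase is fused to IkappaBalpha; red CBR luminescence normalised the signal, and concentration-effect curves were fitted to fusion, red and ratio data.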
FBPA coupling cs: counter-screen for Giardia aldolase inhibitors: coupling enzyme system; AID 2472; coupling enzyme system counterscreen, AmpLite Red fluorescence; 290,000 tested, 0.67% active; activity change, negative = inhibition, % at 58.2 µM, hits read low; in the data active = activity change below about -30%; also: % is scaled to controls: 0 for no effect and ±100 for the full control effect
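Coupling enzymes only (glyceraldehyde-3-phosphate) + compound, at 57.5 uM final, 10 min RT; add substrate/coupling/AmpLite Red mix, 20 min RT; fluorescence ex 525/em 598 nm. Actives flag coupling-system interference.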
Integrin act MD: activates integrin-mediated alleviation for muscular dystrophy; AID 624291; 350,000 tested, 0.064% active; alpha7betagal myoblasts, beta-gal FDG fluorescence, 48 h; Potency, µM (titrated, usually from 38.3 µM), without a hit: at the top dose activation, usual class: activators;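 also: potency is read from the fitted curve at half-maximal effect; 100% = response of the positive control SU9516; nearly all actives have a fitted effect of over 60% in size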
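alpha7betagal+/- myoblasts (passage 13, 250/well) treated 48 h at 37C with compounds at 1:260 dilution of DMSO stock. Lysed, then beta-galactosidase activity read as FDG fluorescence (ex 480/em 540) after 30 min, with pre-read for autofluorescence.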
PKM2 act: increases activity of human pyruvate kinase M2; AID 1631; Potency, µM (doses to about 57.5 µM), inactives show top-dose activation, most hits filed as activators; 260,000 tested, 0.34% active; purified PKM2, Kinase-Glo ATP luminescence, activation; response scale: 0% is enzyme alone, no compound; also: potency is read from the fitted curve at half-maximal effect; % is scaled to controls: 0 for no effect and ±100 for the full control effect; nearly all actives have a fitted effect of over 55% in size
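Purified hPK-M2 (>95%) run at intermediate activity with 0.1 mM ADP and 0.5 mM PEP in 50 mM imidazole pH 7.2, KCl, MgCl2; 1 h room temperature. ATP formed read by Kinase-Glo luminescence; normalized to uninhibited and no-enzyme controls.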
Starred values were filed as active, the others as inactive; ? = inconclusive; / = not tested or not shown; [ ] = dose if it differs, or a comment. Unless noted, calls follow the shape of the dose curve; as a rule, active = well fitted curve in the direction sought with a large enough effect; inconclusive = small, poorly fitted or top-dose-only effect, or another doubt; inactive = no such curve, though single readings can be large; an effect the other way counts as inactive or inconclusive. Only part of the results is shown; the hit share may differ from the screen's.

Key to letters – A = Menin-MLL TR inh; B = B2AR arrestin; C = TSG101-PTAP inh; D = S-ASM inh; E = Tb PFK inh; F = GALK inhibitor; G = Giardia killer; H = Chronic BCR inh; I = FBPA coupling cs; J = Integrin act MD; K = PKM2 act
1	CC(C)CCN1CCN(Cc2c(F)cccc2Cl)CC1CCO (centres undefined)
  A: -2%; B: 0.2%; C: -4%; D: 2%; E: 0%; F: -2%; G: 30[activator]; H: 5%; I: 3; J: -9%; K: 1%

2	COc1cc(OC)c(OC)cc1/C=C1\C(=O)NC(=O)N(Cc2ccccc2)C1=O
  A: 31%[activator]; B: -0.1%; C: 1%; D: 1%; E: -3%; F: 6%; G: -3; H: 12%; I: 1; J: 42%; K: 15%

3	O=C(CN1CCOCC1)Nc1ccc(Br)cc1C(=O)c1ccccc1
  A: 1%; B: -0.9%; C: -1%; D: 2%; E: -2%; F: -1%; G: -6; H: 7%; I: 3; J: 25%; K: 7%

4	c1ccc(CN2CCN(Cc3ccc4c(c3)OCCO4)CC2)cc1
  A: -20%; B: -0.3%; C: -4%; D: -2%; E: -1%; F: 0%; G: 20; H: -2%; I: 1; J: 21%; K: -1%

5	CCN(CC)CCO
  A: /; B: 0.0%; C: 0%; D: -4%; E: 1%; F: /; G: ?; H: 12%; I: /; J: /; K: /

6	OC(c1ccncc1)(c1ccc(F)cc1)c1ccc(F)cc1
  A: -12%; B: 0.2%; C: 3%; D: 1%; E: 1%; F: 0%; G: -1; H: 0%; I: 3; J: -4%; K: -2%

7	Cc1cc(C(=O)OCC(=O)Nc2cccc(F)c2)c(C)n1C1CC1
  A: /; B: 2.7%; C: -4%; D: -1%; E: -8%; F: /; G: 40[activator]; H: ?; I: /; J: -2%; K: /

8	COc1ccc(-c2nc3ccccc3c(=O)n2-c2nccs2)cc1
  A: 36%[activator]; B: 0.4%; C: -6%; D: -4%; E: -4%; F: 3%; G: 4; H: 5%; I: 3; J: -7%; K: -14%

9	COc1ccccc1[As](=O)(O)CC(O)COc1ccc(Cl)cc1Cl (centres undefined)
  A: -6%; B: -0.7%; C: /; D: /; E: -2%; F: 3%; G: /; H: -2%; I: 10; J: /; K: -2%

10	COC(=O)C1=C(c2ccc(OCc3ccccc3)cc2)C[C@@H]2CC[C@H]1N2C(=O)NCc1cccc(C(F)(F)F)c1
  A: /; B: ?; C: -3%; D: -7%; E: 2%; F: /; G: -26; H: ?; I: /; J: -8%; K: /

11	O=c1c2ccccc2nc(-c2ccco2)n1-c1nccs1
  A: 1%; B: 3.8%; C: -4%; D: -1%; E: 0%; F: -3%; G: -10; H: 5%; I: 0; J: -22%; K: -1%

12	Cc1ccccc1NC(=S)NC(NC(=O)CF)C(Cl)(Cl)Cl (centres undefined)
  A: -10%; B: 4.5%; C: -2%; D: 0%; E: 1%; F: 0%; G: -2; H: 3%; I: 3; J: -37%; K: 1%

13	COc1ccc(NC(c2ccccc2F)P(=O)(Oc2ccccc2)Oc2ccccc2)cc1 (centres undefined)
  A: -27%; B: -0.4%; C: -5%; D: -11%; E: 4%; F: 1%; G: -3; H: -19%; I: -9; J: -9%; K: ?

14	c1ccc(C2CN3CCC2CC3)cc1 (centres undefined)
  A: /; B: 0.1%; C: -4%; D: 2%; E: -3%; F: 6%; G: 3; H: 0%; I: 0; J: 4%; K: 0%

15	Cc1cccc(N2C(=O)NC(=O)/C(=C\c3cnn(-c4ccccc4)c3)C2=O)c1
  A: ?; B: -0.1%; C: 3%; D: 0%; E: -2%; F: /; G: 0; H: ?; I: 4; J: 15%; K: ?

16	N#Cc1c(/N=C/c2c(O)n(Cc3ccco3)c(=O)[nH]c2=O)sc2c1CCCC2
  A: /; B: -0.1%; C: -2%; D: -11%; E: -4%; F: 3%; G: -5; H: -2%; I: -1; J: -26%; K: -6%

17	COc1ccc(CC(C)NCCC(c2ccccc2)c2ccccc2)cc1 (centres undefined)
  A: ?; B: -0.2%; C: -1%; D: -2%; E: 0%; F: -5%; G: 38[activator]; H: -1%; I: 1; J: -58%[inhibitor]; K: -4%

18	N#Cc1ccccc1Cn1cc(C(=O)c2cccs2)c2ccccc21
  A: ?; B: -0.7%; C: -11%; D: -3%; E: -7%; F: 2%; G: 5; H: -1%; I: 2; J: -25%; K: 2%

19	COc1ccc(-c2n[nH]c(=S)n2-c2ccc3c(c2)OCCO3)cc1OC
  A: -1%; B: -0.1%; C: -3%; D: 6%; E: -14%; F: 6%; G: -8; H: -8%; I: -1; J: ?; K: -1%

20	COc1ccc(/C=N/NC(=O)c2ccoc2C)cc1COc1c(C)cccc1C
  A: -3%; B: -3.2%; C: -3%; D: -15%; E: 5%; F: 0%; G: 20; H: ?; I: -5; J: -46%[inhibitor]; K: -8%

21	COC(=O)C1=C(c2c(C)noc2C)C[C@@H]2CC[C@H]1N2C(=O)NCCOc1ccc(OC)cc1
  A: /; B: 0.5%; C: -3%; D: -4%; E: -4%; F: /; G: -22; H: 0%; I: /; J: 29%; K: /

22	CC(Cc1ccccc1)NC(=O)/C=C/c1ccc(Cl)cc1 (centres undefined)
  A: 9%; B: 0.4%; C: -3%; D: -1%; E: 0%; F: -3%; G: -14; H: -8%; I: 0; J: 15%; K: 2%

23	Cc1c2cnn(CC(=O)N3CCC4(CC3)OCCO4)c(=O)c2c(C)n1Cc1ccccc1Cl
  A: -24%; B: -1.0%; C: -4%; D: -1%; E: 2%; F: 2%; G: 44[activator]; H: -1%; I: 1; J: -17%; K: /

24	CCOC(=O)C1C2c3ccccc3O[C@@]1(C)N=C1SCC(=O)N12 (some centres undefined)
  A: -16%; B: 0.0%; C: -5%; D: 4%; E: -2%; F: 3%; G: -5; H: 1%; I: -7; J: 1%; K: -8%

25	CC1=C(C(=O)Nc2ccccc2)S(=O)(=O)CCO1
  A: /; B: 0.5%; C: 1%; D: 5%; E: -2%; F: 4%; G: -1; H: ?; I: 3; J: ?; K: -1%

26	COc1ccc(Oc2c(C)oc3cc(OC(=O)N(C)C)ccc3c2=O)cc1
  A: ?; B: 0.3%; C: -1%; D: 3%; E: -1%; F: 0%; G: -28; H: -1%; I: 0; J: 6%; K: /

27	COc1ccc(OC)c(-n2c(O)c(/C=C3\C=Nc4ccccc43)c(=O)[nH]c2=O)c1
  A: ?; B: 0.3%; C: -2%; D: ?; E: ?; F: /; G: -11; H: ?; I: -1; J: 0%; K: /

By substructure, the compounds so far containing a Cl atom
Key to letters – A = Menin-MLL TR inh; B = B2AR arrestin; C = TSG101-PTAP inh; D = S-ASM inh; E = Tb PFK inh; F = GALK inhibitor; G = Giardia killer; H = Chronic BCR inh; I = FBPA coupling cs; J = Integrin act MD; K = PKM2 act
1	CC(C)CCN1CCN(Cc2c(F)cccc2Cl)CC1CCO (centres undefined)
  A: -2%; B: 0.2%; C: -4%; D: 2%; E: 0%; F: -2%; G: 30[activator]; H: 5%; I: 3; J: -9%; K: 1%

9	COc1ccccc1[As](=O)(O)CC(O)COc1ccc(Cl)cc1Cl (centres undefined)
  A: -6%; B: -0.7%; C: /; D: /; E: -2%; F: 3%; G: /; H: -2%; I: 10; J: /; K: -2%

12	Cc1ccccc1NC(=S)NC(NC(=O)CF)C(Cl)(Cl)Cl (centres undefined)
  A: -10%; B: 4.5%; C: -2%; D: 0%; E: 1%; F: 0%; G: -2; H: 3%; I: 3; J: -37%; K: 1%

22	CC(Cc1ccccc1)NC(=O)/C=C/c1ccc(Cl)cc1 (centres undefined)
  A: 9%; B: 0.4%; C: -3%; D: -1%; E: 0%; F: -3%; G: -14; H: -8%; I: 0; J: 15%; K: 2%

23	Cc1c2cnn(CC(=O)N3CCC4(CC3)OCCO4)c(=O)c2c(C)n1Cc1ccccc1Cl
  A: -24%; B: -1.0%; C: -4%; D: -1%; E: 2%; F: 2%; G: 44[activator]; H: -1%; I: 1; J: -17%; K: /
